# RGS4 act: RGS4 potentiators or activators, primary screen, cell-based, HEK293 M3R inducible RGS4, calcium flux; AID 463111, 2010; 310,000 compounds, 0.92% hits; B-score at 10 µM; carbachol calcium flux Fluo4; stronger effect = lower value;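 active = B-score of the integrated calcium signal more than 4 SD below the library mean, with starting fluorescence not abnormally high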;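 note: negative B-score means reduced calcium response which marks RGS4 activation or potentiation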
#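 System: HEK293 FlpIn-TREx cells, stable M3R, doxycycline-inducible RGS4. Timing: overnight RGS4 induction, 30 min dye load 37 °C, 20 min compound RT. Also added: carbachol, ECmax concentration. Measured by: Fluo4 fluorescence kinetic imaging of calcium. Evaluation: integrated calcium ratio converted to B score.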
# MrgX1 agonist: agonists of human MrgX1 receptor, primary screen, HEK293 cells, Fluo-4 calcium flux | Mas-related G-protein coupled receptor member X1 (Homo sapiens), Q96LB2 | Fluo-4 calcium fluorescence, agonist mode; stronger effect = higher value | B-score at 10 µM | 310,000 compounds, 0.44% hits;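 active = calcium response B-score plate-corrected fluorescence ratio at least 3 library SD, with starting fluorescence B-score inside 5 SD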
# Target sequence (Q96LB2 whole entry, looked up): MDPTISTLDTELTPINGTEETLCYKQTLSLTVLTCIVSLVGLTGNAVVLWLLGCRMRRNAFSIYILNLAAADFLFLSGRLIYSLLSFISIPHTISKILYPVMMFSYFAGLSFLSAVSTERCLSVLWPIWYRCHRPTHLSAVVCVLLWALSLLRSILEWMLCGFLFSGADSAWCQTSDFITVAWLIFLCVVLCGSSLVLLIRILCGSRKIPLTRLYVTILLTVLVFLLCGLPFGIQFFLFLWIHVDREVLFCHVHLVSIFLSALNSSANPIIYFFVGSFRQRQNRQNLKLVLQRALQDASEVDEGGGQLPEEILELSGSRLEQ
#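 Material: MrgX1-expressing HEK293 cells / Dosing: compound as first of three additions / Incubation: overnight seeding, then 1 h dark dye loading / Signal: Fluo-4 NW calcium fluorescence / Evaluation: B-scored fluorescence response ratio / Benchmarks: positive and negative control wells on each plate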
# TRPC6 inh: mouse TRPC6 channel inhibitors, primary screen, cell-based, HEK293, membrane potential dye; ACh-evoked depolarization; stronger effect = lower value; 310,000 compounds, 1.1% hits; B-score at 10 µM; Short transient receptor potential channel 6 (Mus musculus), Q61143;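 active = B-score under library mean minus 3 SD, initial fluorescence not abnormally high, positive integrated signal ratio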;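 note: B-score derived from integrated fluorescence ratio over the kinetic read; more negative B-score means stronger inhibition of depolarization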
# HIF act: HIF pathway transcriptional activators, primary screen, cell-based, U2OS HRE-luciferase, luminescence | U2OS HRE-luciferase reporter; normalized: DMSO 0%, desferrioxamine 100% | activation, % at 7.5 µM (by protocol) | 300,000 compounds, 0.32% hits;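 active = mean activation of at least 10% of the iron chelator positive control signal, with at least half of replicates also reaching 10%; inconclusive = mean and replicate majority disagree about reaching 10%; inactive = mean and most replicates under 10%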
# Platelet DG rel: inhibitors of platelet dense granule secretion, primary screen, cell-based, MLPCN, human platelets. human platelet-rich plasma, SFLLRN dense granule ATP release, luminescence. inhibition, %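 (compounds screened at 7.5 µM in platelet-rich plasma)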. 300,000 compounds, 0.22% hits;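 active = mean replicate score, as percent of positive control, at or above 50; inconclusive = mean below 50 but at least one replicate at or above 50; inactive = mean and every replicate below 50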
# RGS4 inh: RGS4 inhibitors, primary screen, cell-based, HEK293 M3R inducible RGS4, calcium flux; Regulator of G-protein signaling 4 (Homo sapiens), P49798; Fluo-4 calcium flux; stronger effect = higher value; triggered by carbachol at its EC20; B-score at 10 µM; 310,000 compounds, 0.45% hits;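 active = B-score, a plate-corrected calcium signal, over three deviations above library mean, with baseline fluorescence within five deviations of library mean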;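 note: RGS4 expression induced by doxycycline in cells with stable M3 receptor; B-score is computed from the integrated fluorescence ratio over baseline after carbachol; higher B-score means a larger calcium signal and so more RGS4 inhibition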
# Target sequence (P49798 whole entry, looked up): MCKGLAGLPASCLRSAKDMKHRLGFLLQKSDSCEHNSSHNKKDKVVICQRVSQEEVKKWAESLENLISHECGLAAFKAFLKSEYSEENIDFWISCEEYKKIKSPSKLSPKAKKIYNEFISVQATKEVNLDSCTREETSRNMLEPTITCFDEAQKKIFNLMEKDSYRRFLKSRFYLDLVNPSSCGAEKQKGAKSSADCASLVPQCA
# MrgX1 PAM: positive allosteric modulators of MrgX1, primary screen, HEK293 cells, Fluo-4 calcium flux. Mas-related G-protein coupled receptor member X1 (Homo sapiens), Q96LB2. FDSS; stronger effect = higher value. 310,000 compounds, 0.63% hits. AID 588675, 2011. B-score at 10 µM;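 active = plate-corrected calcium response at least 3 library SD above typical, normal starting fluorescence, not activating the receptor alone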;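 note: compound read alongside a low EC10 to EC30 dose of BAM8-22 agonist; peak minus trough fluorescence over baseline measured at the second addition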
# TRPC6 act: mouse TRPC6 channel activators, primary screen, cell-based, HEK293, membrane potential dye; HEK293-TRPC6 membrane potential dye fluorescence; stronger effect = higher value; B-score at 10 µM; Short transient receptor potential channel 6 (Mus musculus), Q61143; 310,000 compounds, 0.13% hits; AID 2550, 2010;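 active = B-score of the integrated fluorescence ratio above library mean plus 3 SD, and starting fluorescence ratio within library mean plus 5 SD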;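 note: higher score means more depolarization so channel activation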
# MrgX1 antag: antagonists of human MrgX1 receptor, primary screen, HEK293 cells, Fluo-4 calcium flux. Mas-related G-protein coupled receptor member X1 (Homo sapiens), Q96LB2. BAM8-22 antagonism; stronger effect = lower value. B-score at 10 µM. 310,000 compounds, 1.3% hits. AID 588676, 2011;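 active = calcium-response B-score plate-corrected more than 3 library SD below zero, starting fluorescence within 5 deviations, no agonist response on first addition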;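 note: peak minus trough fluorescence over baseline after final BAM8-22 challenge near maximal dose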
# TRPC4 inh: inhibitors of mouse TRPC4 channel, primary screen, Fluo4 calcium, HEK293 TRPC4beta/mu-opioid cells | Short transient receptor potential channel 4 (Mus musculus), Q9QUQ5 | DAMGO-evoked Fluo4 calcium flux; stronger effect = lower value | B-score at 10 µM | 300,000 compounds, 0.39% hits;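 active = B-score over 3 SD under the library average, no early fluorescence shift, positive overall ratio signal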
#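 test system = HEK293 cells with stable TRPC4beta plus mu-opioid receptor expression | detection = Fluo4 Ca2+ flux fluorescence | read-out = integrated fluorescence ratio relative to baseline, converted to per-well B score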
# SKKanGAS inh: S. pyogenes SKKanGAS growth inhibitors in kanamycin, primary screen, streptokinase expression inhibitor project, SKKanGAS strain, BacTiter-Glo luminescence; AID 1662, 2009; 6 h; 300,000 compounds, 1.3% hits; inhibition, % at 7.5 µM;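 active = mean replicate score, as percent of positive control median, at least 50; inconclusive = mean below 50 but one replicate at or above 50; inactive = mean and every replicate below 50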;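 note: strain carries kanamycin resistance gene driven by streptokinase promoter and grows in 40 µg/ml kanamycin; loss of luminescence reflects streptokinase promoter inhibition or plain growth inhibition; 0% = median of DMSO wells and 100% = positive control at its reference dose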
# * marks the source's active call; other numbers are inactive results; i = inactive; ? = inconclusive; nt = no result given.
SMILES,RGS4 act,MrgX1 agonist,TRPC6 inh,HIF act,Platelet DG rel,RGS4 inh,MrgX1 PAM,TRPC6 act,MrgX1 antag,TRPC4 inh,SKKanGAS inh
CCOC(=O)C1=NOC(CN(c2ccccc2)S(=O)(=O)c2ccc(Cl)cc2)C1 (stereo not drawn),i,i,i,-0.1,4.5,i,i,i,i,i,13.1
O=c1oc2ccccc2c(Nc2ccc3ccccc3c2)c1[N+](=O)[O-],i,i,i,3.9,0.9,i,i,i,i,i,-1.6
O=C(COCC(=O)NCc1ccccc1)NCc1ccccc1,i,i,i,-1.2,6.9,i,i,i,i,i,-9.7
CC(=O)Cc1nsc(NC(=O)c2ccccc2Cl)n1,i,i,i,0.9,13.8,i,i,i,i,i,nt
COc1ccc(-c2cccc(NC(=O)c3ccc4c(c3)OCO4)c2)nn1,i,i,i,0.0,5.2,i,i,i,i,i,0.7
COC(=O)/C(=N\OCc1ccc(C#N)cc1)c1c(C)nn(C)c1C,i,i,i,-0.2,0.0,i,i,i,i,i,-3.6
Oc1ccccc1/C=N/n1cnnc1,i,i,i,-0.3,-64.2,i,i,i,i,i,1.8
Cc1c(OCC(=O)N2CCC(C(N)=O)CC2)ccc2c3c(c(=O)oc12)CCC3,i,i,i,-0.1,1.6,i,i,i,i,i,-3.6
O=C(O)c1cccc(N/N=C/c2sc(N3CCOCC3)nc2-c2ccccc2)c1,i,i,i,0.8,-16.8,i,i,i,i,i,20.4
COc1ccc(CNS(=O)(=O)c2ccc(Br)s2)cc1,i,i,i,0.0,2.4,i,i,i,i,i,6.9
COc1ccc(CNC(=O)CSc2nnc(C)n2-c2ccc(F)cc2)cc1,i,i,i,0.1,-1.2,i,i,i,i,i,-10.2
CN(C)S(=O)(=O)c1ccc(-c2csc(-c3cccnc3)n2)cc1,i,i,i,1.2,-1.8,i,i,i,i,i,-5.4
Cc1ccc(OCC(=O)N/N=C/c2cn[nH]c2-c2ccc(Cl)c(Cl)c2)cc1,i,i,i,-10.0,-0.1,i,i,i,i,i,43.8
CCCC/C(O)=C1\C(=O)CC(C)(C)CC1=Nc1ccc(N)cc1,i,i,i,-2.8,21.3,i,i,i,i,i,3.0
Oc1ccccc1CNCCCNCc1ccccc1O,i,i,i,0.2,0.9,i,i,i,i,i,4.4
CN(C)S(=O)(=O)c1cccc(-c2nnc(-c3ccccc3)o2)c1,i,i,i,4.0,-2.2,i,i,i,i,i,2.7
Cc1ccc(C)c(S(=O)(=O)C(C#N)c2nc3ccccc3nc2N2CC(C)OC(C)C2)c1 (stereo not drawn),i,i,i,0.3,-5.9,i,i,i,-7.42*,i,19.7
O=C(Cn1cnc2c(cnn2-c2ccc(Cl)cc2)c1=O)NCCc1ccccc1,i,i,i,-0.2,-3.0,i,i,i,i,i,-11.7
COC(=O)CN1C(=O)[C@H]2[C@@H](/C=C/c3ccccc3)N3C(=O)CN(Cc4ccccc4)C(=O)[C@@]3(Cc3ccccc3)[C@H]2C1=O,i,i,i,0.1,1.4,i,i,i,i,i,-2.1
O=C(COc1ccc(Br)cc1Br)NC(=S)N1CCCc2ccccc21,i,i,i,0.5,-0.2,i,i,i,i,i,9.0
CCn1c2ccccc2c2nnc(SCC(=O)Nc3cc(C)on3)nc21,i,i,i,-0.2,8.3,i,i,i,i,i,6.8
COc1ccccc1-n1c(SCC(=O)Nc2ccc(F)cc2)nc2c(c1=O)SCC2,i,i,i,-0.7,9.0,i,i,i,i,i,4.9
CCCC(=O)NC(C)C(c1cccs1)N1CCN(c2ccccc2)CC1 (stereo not drawn),i,i,i,0.5,6.2,i,i,i,i,i,6.1
Cc1ccc(C(=O)NCc2ccc(N3CCN(C)CC3)cc2)cc1C,i,i,i,1.7,-1.8,i,i,i,i,i,-2.8
Cc1ccc(SCCNC(=O)c2ccc(C)c(S(=O)(=O)Nc3cccc(C)c3)c2)cc1,i,i,i,-0.6,6.0,i,i,i,i,i,19.3
COC(=O)c1ccc(NC(=O)c2ccc(C)cc2)o1,i,i,i,1.2,0.9,i,i,i,i,i,-5.9
CCc1ccc(Nc2cnn(C34CC5CC(CC(CC(=O)O)(C5)C3)C4)c(=O)c2Cl)cc1,i,i,i,-0.2,0.6,i,i,i,i,i,6.0
CC(=O)N1CCN(c2ccc(NC(=O)c3ccc4c(c3)OCO4)cc2)CC1,i,i,i,-1.5,3.0,i,i,i,i,i,-3.8
Cc1cc(C)c(S(=O)(=O)N2CCN=C2c2ccccc2)c(C)c1,i,i,i,-0.4,4.2,i,i,i,i,i,-11.8
COc1ccc(CCNC(=O)C(=O)NCCC2CCCCN2S(=O)(=O)c2cccs2)cc1 (stereo not drawn),i,i,i,-0.1,-2.7,i,i,i,i,i,-4.4
Cc1cccc(C(=O)N2CCN=C2SCc2ccc([N+](=O)[O-])cc2)c1,-8.57*,i,i,-0.2,-2.8,i,i,i,i,i,2.2
Cc1cc(C(=O)CSc2nc3ccccc3n2C)c(C)n1C,i,i,i,0.1,8.5,i,i,i,i,i,-3.5
NC(=O)C[n+]1cccc(C(=O)Nc2ccccc2)c1,i,i,i,0.9,4.3,i,i,i,i,i,-1.5
Cc1cccc(C)c1Nc1nnc(SCC(=O)NCc2cccs2)s1,i,i,i,-0.7,0.8,i,i,i,i,i,0.9
Cc1nc(NC(=O)c2ccccc2)sc1C1(C)CC(c2ccccc2F)=NO1 (stereo not drawn),i,i,i,1.7,-2.1,i,i,i,i,i,7.2
CC(=O)N[C@H]1[C@H](Oc2ccc3c(c2)CCC2C3CC[C@]3(C)C(=O)CCC23)O[C@H](CO)[C@@H](O)[C@@H]1O (stereo partly drawn),i,i,i,0.2,-5.0,i,i,i,i,i,-2.0
O=P(OC1CCS(=O)(=O)C1)(c1ccccc1)c1ccccc1 (stereo not drawn),i,i,i,-0.1,-2.3,i,i,i,i,i,7.1
CC(C)C(=O)N1CCN(c2nc3ccc(Cl)cc3s2)CC1,i,i,i,?,-4.1,i,i,i,i,i,-1.8
Cc1cc(C)n(-c2nncn2NC(=O)c2ccc(Cl)cc2O)n1,i,i,i,0.2,-17.9,i,i,i,i,i,-2.1
O=C(CN1C(=O)S/C(=C/C=C/c2ccccc2)C1=O)Nc1ccc(C(=O)O)cc1,i,i,i,-0.6,3.0,4.66*,i,i,i,i,16.9
COCCNC(=O)CN1C(=O)COc2ccc(S(=O)(=O)N3CC(C)CC(C)C3)cc21 (stereo not drawn),i,i,i,-0.1,0.4,i,i,i,i,i,-3.9
COc1ccc(OCCC(=O)OCC(=O)NC2CCCCCCC2)cc1,i,i,i,-1.4,12.1,i,i,i,i,i,-15.0
CCCc1cc(=O)oc2cc(C)cc(OCC(=O)NC3CCN(Cc4ccccc4)CC3)c12,i,i,i,-0.7,8.8,i,i,i,i,i,4.4
CCn1c(=O)c(C(=O)NNS(=O)(=O)c2ccc(Br)cc2)c(O)c2ccccc21,i,i,i,0.1,-2.7,i,i,i,i,i,43.1
Cc1cccc(C(=O)O/N=C/c2c(Cl)n(C)c3ccccc23)c1,i,i,i,-0.1,14.2,i,i,i,i,i,-10.0
CCC(Oc1ccccc1)C(=O)N1CCN(CC)CC1 (stereo not drawn),i,i,i,-45.2,-6.1,i,i,i,i,i,22.0
O=C(O)c1ccccc1Oc1ccc(Oc2ccccc2)cc1,i,i,i,0.7,6.1,i,i,i,i,i,-2.7
CC(C)CCN(C(=O)c1csnn1)C(C(=O)NC1CCCC1)c1ccc(F)cc1 (stereo not drawn),i,i,i,-0.1,2.3,i,i,i,i,i,12.8
CCOc1ccc2nc(NC(=O)CC3Oc4ccccc4NC3=O)sc2c1 (stereo not drawn),i,i,i,0.6,8.7,i,i,i,i,i,9.2
CCOc1ccc(NC(=O)c2cnc3scc(C)n3c2=O)cc1,i,i,i,0.8,20.6,i,i,i,i,i,12.5

# More entries follow:
SMILES,RGS4 act,MrgX1 agonist,TRPC6 inh,HIF act,Platelet DG rel,RGS4 inh,MrgX1 PAM,TRPC6 act,MrgX1 antag,TRPC4 inh,SKKanGAS inh
COCC(=O)Nc1nnc(Cc2ccc(OC)c(OC)c2)s1,i,i,i,0.4,2.1,i,i,i,i,i,1.3
COc1cc(C(=O)Nc2ccc(NC(=O)C3CCCCC3)nc2)cc(OC)c1OC,i,nt,i,0.9,-3.4,i,nt,i,nt,i,1.6
Cc1ccc(S(=O)(=O)N2CCC(C(=O)OCc3ccc([N+](=O)[O-])cc3)CC2)cc1,i,i,i,-0.6,-8.8,i,i,i,i,i,-1.1
CS(=O)(=O)N(CC(=O)N1CCOCC1)c1cccc(Cl)c1Cl,i,i,i,-23.6,-8.3,i,i,i,i,i,-0.1
O=C(Cn1cnc2c(oc3ccccc32)c1=O)N1CCCC1,i,i,i,0.9,15.1,i,i,i,i,i,-1.9
O=C(OC1CCCCC1)c1ccc(NC(=O)c2ccco2)cc1,i,i,i,2.4,0.7,i,i,i,i,i,-0.4
COCCN(CC(=O)Oc1ccccc1P(=O)(OC)OC)Cc1ccccc1,i,i,i,0.2,7.3,i,i,i,i,i,-5.8
O=C(CCN1C(=O)C2C3C=CC(C3)C2C1=O)N1CCN(c2ccc([N+](=O)[O-])cc2)CC1 (stereo not drawn),i,i,i,0.2,-7.0,i,i,i,i,i,-14.0
NC(=S)NNC(=O)C12CC3CC(CC(C3)C1)C2,i,i,i,0.7,-11.9,i,i,i,i,i,-23.5
Cc1cc(C)nc(SCC(=O)c2ccc(O)cc2O)n1,i,i,i,-0.3,9.8,i,i,i,i,i,3.0

# High-throughput results (PubChem)
